Assay outcomes as filed in PubChem BioAssay.
ABHD5-PLIN5 inh: ABHD5-PLIN5 protein interaction inhibition; Q00G26+Q8WTS1; Split G. princeps luciferase complementation, luminescence, 4 h; inhibition, % at 4 µM; actives 0.78% (n = 360,000); AID 602281;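 active means inhibition above the mean inhibition across every tested compound plus 3 SD, cut at about 22% in these data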;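 further: 0% = DMSO only wells and the 100% control is not disclosed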
TLR9-MyD88 block: blocks human TLR9 binding to MyD88 | actives 0.21% (n = 340,000) | inhibition, % at 4.98 µM | CHO BLA complementation TLR9-MyD88, CCF4 FRET ratio | Q9NR96+Q99836 | AID 504734;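 active means inhibition above the mean over all tested compounds plus 3 SD, cut at about 21% in these data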;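 further: 0% = DMSO only wells and 100% = clavulanate BLA inhibitor control wells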
aDG glyco act: alpha-DG glycosylation activation; activation, % at 10 µM; Pro5-aDG cells, alpha-DG glycosylation AlphaScreen (IIH6); 0% Pro5, 100% B10-LARGE cell signal; actives 0.22% (n = 360,000); AID 624168;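 active means activation of at least 8% versus controls, or a plate z-score of at least 8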;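 further: Pro5 are CHO cells carrying HIG-tagged alpha-DG that lacks glycosylation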
ABCB6 inh 2: human ABCB6 transporter inhibition; K562-ABCB6 porphyrin accumulation, flow cytometry, 1 h; hits give low values; fluorescence ratio to DMSO, % at 10 µM; actives 0.19% (n = 360,000);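 active means fluorescence ratio to DMSO below 75%, the collection mean minus 3 SD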;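 further: signal is porphyrin accumulated inside mitochondria; 100% equals median channel fluorescence of DMSO control wells; lower ratio means ABCB6 inhibition with less porphyrin fluorescence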
Target sequence (Q9NP58 whole entry, looked up): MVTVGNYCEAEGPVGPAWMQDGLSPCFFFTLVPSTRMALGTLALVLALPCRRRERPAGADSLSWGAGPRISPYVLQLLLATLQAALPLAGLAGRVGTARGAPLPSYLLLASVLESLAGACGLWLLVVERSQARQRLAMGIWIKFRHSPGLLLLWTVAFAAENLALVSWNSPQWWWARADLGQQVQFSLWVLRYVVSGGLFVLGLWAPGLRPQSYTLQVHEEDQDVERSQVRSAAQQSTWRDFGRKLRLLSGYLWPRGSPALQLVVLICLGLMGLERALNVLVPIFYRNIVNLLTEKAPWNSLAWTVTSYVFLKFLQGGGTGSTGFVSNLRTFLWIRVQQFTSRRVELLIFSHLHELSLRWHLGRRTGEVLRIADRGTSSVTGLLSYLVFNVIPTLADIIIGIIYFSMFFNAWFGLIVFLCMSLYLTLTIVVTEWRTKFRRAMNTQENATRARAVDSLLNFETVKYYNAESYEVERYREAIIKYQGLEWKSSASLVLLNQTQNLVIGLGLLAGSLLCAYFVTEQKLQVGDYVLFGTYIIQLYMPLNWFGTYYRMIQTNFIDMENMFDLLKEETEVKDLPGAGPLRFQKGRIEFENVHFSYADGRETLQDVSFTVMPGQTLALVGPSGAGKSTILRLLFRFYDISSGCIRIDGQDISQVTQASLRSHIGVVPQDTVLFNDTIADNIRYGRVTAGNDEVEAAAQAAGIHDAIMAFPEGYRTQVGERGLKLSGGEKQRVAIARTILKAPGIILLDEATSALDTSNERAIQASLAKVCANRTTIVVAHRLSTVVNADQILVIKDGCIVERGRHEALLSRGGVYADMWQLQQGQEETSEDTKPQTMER
Exocytosis inh: blocks lytic granule exocytosis | inhibition, % at 10 µM | AID 651702 | TALL-104 LAMP-1 surface exposure, flow cytometry; cells stimulated with thapsigargin and PMA | actives 0.66% (n = 360,000);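 active means inhibition above about 55%, limit read from the data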
N-glyco inh: blocks N-linked glycosylation in D54 reporter cells; D54 ERlucT glycosylation luciferase reporter, 24 h; percent of 100 nM tunicamycin response; reporter increase, % at 12.5 µM; actives 0.23% (n = 360,000); AID 588692;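 active means mean luciferase reporter signal, scaled so untreated is 0 and the glycosylation-blocking control 100, at or above a set limit in every replicate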;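 further: luciferase carries N-glycosylation sites so blocking glycosylation raises the light; 0% = median of neutral control wells and 100% = median of 100 nM tunicamycin wells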
MC4R antag cAMP: antagonists of human melanocortin 4 receptor (MC4R); P32245; inhibition, % at 6.5 µM; MC4R-expressing cells, MTII-stimulated cAMP, LANCE TR-FRET; actives 0.48% (n = 360,000); AID 540295;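 active means inhibition above its plate's cutoff, the mean of tested wells on that plate plus 3 SD, cut at about 29% in these data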;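 further: 0% = Melanotan II alone and 100% = Melanotan II plus saturating MCL0020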
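Material – human MC4R-expressing U2OS cells · Repeats – no replicates · Detection – TR-FRET with Eu-cAMP and labeled anti-cAMP, 671 nm · Times – compound 30 min, challenge 1 h, detection 1 h · Compound – single nominal compound dose of 6.5 µM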
Vif inh: inhibitors of HIV Vif; HEK293T cells, Vif self-association by quenched fluorescence, imaging, 24 h; inhibition, % at 7.49 µM; actives 0.35% (n = 340,000); AID 602346; in the data active means inhibition above about 50%, passing the limit was not always enough; further: some results filed as inactive read as strong as hits
NOD2-RIPK2 inh: NOD2-RIPK2 protein interaction inhibition | CHO BLA complementation NOD2-RIPK2, CCF4 ratio | inhibition, % at 4.98 µM | O43353 | actives 0.38% (n = 360,000); in the data active means inhibition above about 21%;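 further: 0% = vehicle only and 100% = reference blocker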
MC4R barr agon: human MC4R agonism via beta-arrestin. P32245. U2OS MC4R beta-arrestin complementation, luminescence; percent of melanotan II response, DMSO zero. activation, % at 8.9 µM. actives 0.98% (n = 360,000). AID 540308;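 active means activation above a per-plate cutoff, the mean activation of sample wells on that plate plus 3 SD, cut at about 8% in these data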
Active calls of the source: *; . = not tested or not shown. Only part of the results is shown; the hit share may differ from the screen's.

SMILES	ABHD5-PLIN5 inh	TLR9-MyD88 block	aDG glyco act	ABCB6 inh 2	Exocytosis inh	N-glyco inh	MC4R antag cAMP	Vif inh	NOD2-RIPK2 inh	MC4R barr agon
S=C(NCc1ccco1)Nc1ccc(Oc2ccccc2)cc1	-2.7	3.5	0.4	107.0	-0.7	-2.8	7.7	-11.7	3.4	-0.6
CC(=O)NCc1ccc(C(=O)CSc2nnc(-c3ccncc3)n2Cc2ccccc2)o1	0.8	6.9	-0.2	97.0	-1.1	-0.6	-2.2	12.3	-0.9	1.0
C=CC[C@@H](CC(=O)NCCO)C(=O)N[C@@H](C)COC(=O)[C@H](CC=C)CC(=O)OC(C)(C)C	-5.8	-7.6	3.6	94.0	3.5	0.4	2.5	17.9	2.4	-1.6
CCc1ccc(CNC(=O)C2CC(=O)N(C3CCCC3)C2)cc1 (stereo unspecified)	2.5	6.8	0.0	97.0	-0.3	1.7	1.6	10.0	5.5	-2.8
O=C(c1ccc(Cl)cc1)C(CN1CCCC1)c1ccccc1 (stereo unspecified)	48.0*	2.1	-0.1	101.0	59.1*	-12.4	31.3*	-8.7	18.0	5.3
Cc1ccc(OC(=O)c2ccc([N+](=O)[O-])cc2Cl)cn1	1.3	-8.7	-0.1	101.0	-1.1	-2.6	9.3	0.8	-1.9	-1.0
Cn1c(/C=N/O)nc2ccccc21	-0.7	-12.5	-0.1	123.0	-3.3	1.7	9.0	-4.4	-7.5	-0.2
Nc1c(C(=O)c2ccc(F)cc2)oc2ccccc12	2.4	5.8	-0.1	89.0	-1.4	0.9	-7.3	.	-1.2	0.5
COc1cc(OC)cc(C(=O)N/N=C2/SCC(=O)N2Cc2ccco2)c1	4.8	-5.2	0.1	97.0	0.9	0.8	1.3	-3.7	-2.5	-3.1
CCn1c(NCc2ccc(OC)cc2)nc2ccccc21	-5.1	2.6	0.1	92.0	2.7	-1.3	9.9	0.5	3.2	-0.7
CCCCCn1c(SCC(=O)OC)nc2c1c(=O)[nH]c(=O)n2C	-3.6	-4.1	0.2	87.0	-0.6	2.2	1.3	8.9	-18.6	-0.1
CCn1c(C(=O)N2CCC(C(=O)NCc3ccc4c(c3)OCO4)CC2)cc2sccc21	-1.6	-2.8	0.2	92.0	3.3	0.4	19.9	23.4	-0.2	-0.7
COc1cccc(C2CC(OCCF)=CC(=O)O2)c1 (stereo unspecified)	1.6	.	0.3	.	5.1	.	.	.	-2.2	.
COc1ccc(C)cc1NC(=S)Nc1ccccc1SC	-5.9	5.3	-0.4	95.0	0.9	3.0	1.7	-4.6	-5.8	-1.8
Cc1oc(-c2ccc(F)cc2)cc1-c1nn2c(-c3ccoc3C)nnc2s1	29.5*	-4.1	-0.1	100.0	2.4	-1.5	5.5	-0.8	-3.0	-0.1
COc1ccc(Oc2ccc3c(C(F)(F)F)cc(C(F)(F)F)nc3n2)cc1	1.4	-12.8	-0.2	104.0	0.1	0.1	-9.0	-1.9	-4.8	3.6
COc1ccccc1C(=O)Nc1ncc2c(n1)CC(c1ccco1)CC2=O (stereo unspecified)	7.8	-0.5	0.0	98.0	-3.5	2.2	6.5	17.0	-1.5	-0.9
O=C(CO)C(O)C(O)C(O)CO (stereo unspecified)	2.3	-0.5	-0.1	117.0	-1.2	2.5	3.2	-4.4	-12.7	-0.2
Cc1c(C#N)c2ccccc2n1C	1.5	-5.5	0.0	101.0	-6.6	1.5	1.8	-0.3	0.8	-0.9
O=C(/C=C/c1ccco1)NCc1ccccn1	3.7	-14.5	-0.3	102.0	-1.0	1.8	2.3	0.5	-5.3	-2.7
CCOc1ccc(-n2nc3c(=S)[nH]nc(C)c3c2C)cc1	-0.8	-2.8	0.6	96.0	-11.1	3.2	92.0*	-0.3	-7.6	-1.0
COc1ccc(Cc2nnnn2CC(=O)O)cc1	-0.6	-2.3	-0.1	99.0	-0.2	2.9	-0.3	-1.1	-17.6	-0.1
CCCc1cc(=O)oc2cc(OCC(=O)NC3CCN(Cc4ccccc4)CC3)ccc12	0.8	0.1	0.1	102.0	-2.9	-3.9	7.7	-6.7	3.5	-1.6
COc1ccc2nc(SCC(=O)Nc3ccc(S(=O)(=O)N4CCCC4)cc3)c(C#N)cc2c1	-3.3	4.4	0.0	98.0	-1.6	-1.9	4.8	-13.2	-5.2	-2.4
CCOc1ccc(CCNC(=O)C(C)n2nc(C)n3c(cc4occc43)c2=O)cc1OCC (stereo unspecified)	4.6	4.4	-0.2	122.0	-4.7	2.5	3.1	9.3	-11.1	-0.8
C=CCn1c(SCc2ccc(C#N)cc2)nnc1-c1ccc(C)cc1	0.8	0.8	0.4	104.0	0.4	-3.3	6.2	-6.0	4.6	0.0
CN(CCCC1CCCC1)C(=O)c1cc(COc2ccc(F)c(F)c2)on1	-1.3	-8.8	0.0	100.0	68.5*	0.4	-3.7	0.6	-30.2	3.1
COc1cc(C(=O)Nc2c(C)cc(C)cc2C)c(-n2cnnn2)cc1OC	0.8	-9.7	-0.1	99.0	-2.1	2.3	10.4	-5.8	0.5	-1.4
Cc1ccc(C(=O)NCC(c2ccco2)N2CCOCC2)cc1 (stereo unspecified)	-1.6	5.9	-0.1	102.0	-8.6	1.4	3.6	-3.4	5.6	-2.4
Cc1ccc(Nc2nc(COC(=O)COc3ccc(C=O)cc3)cs2)cc1	-5.9	-2.4	-0.3	98.0	-5.5	-2.6	3.6	-2.0	-0.9	1.5
CC1(C)Cc2nc3sc4c(=O)n(Cc5ccccc5)cnc4c3cc2CS1	4.2	1.6	0.0	95.0	5.9	-1.7	-0.7	-5.7	-4.4	5.7
COC(=O)c1cc(OC)c(OC)cc1NC(=O)Cc1ccccc1[N+](=O)[O-]	1.2	-1.5	0.0	97.0	3.0	0.0	7.3	.	-5.5	3.0
O=C(NC1CC2CCC(C1)N2Cc1ccccc1)c1ccccc1Cl (stereo unspecified)	6.1	2.9	0.0	99.0	-6.1	2.2	2.0	-3.5	-0.6	-1.0
Fc1ccc2c(-c3cccc(C(F)(F)F)c3)c(-c3ccccc3)ncc2c1	0.2	9.8	0.6	96.0	2.3	-4.4	11.7	.	-3.0	1.8
O=C(Nc1nc2ccccc2s1)C1CC(=O)N(c2ccccc2)C1 (stereo unspecified)	-1.6	2.9	0.0	95.0	1.2	-1.0	1.9	3.9	1.9	-0.9
Cc1nc2ccc([N+](=O)[O-])cc2c(=O)n1Cc1ccc([N+](=O)[O-])cc1	6.5	-11.4	-0.1	98.0	2.3	-1.3	0.4	-2.6	2.5	-0.4
O=C(NCc1ccco1)c1ccc2c(c1)CCO2	3.0	-1.8	-0.3	99.0	12.9	1.6	5.3	3.8	-15.6	-1.6
Cc1cc(C)n2nc(C(=O)OCC(=O)N(C)C3CCS(=O)(=O)C3)nc2n1 (stereo unspecified)	-0.6	7.2	-0.2	99.0	8.6	2.7	-3.7	1.0	-1.5	-1.6
COCCCNC(=O)c1ccc(C2SCC(=O)N2Cc2ccco2)cc1 (stereo unspecified)	6.6	-4.5	-0.4	102.0	-1.4	0.2	9.8	-5.1	2.9	0.0
O=C(CN1C(=O)CCC1=O)Nc1ccc2c3c(cccc13)CC2	2.2	-4.7	0.0	99.0	-2.9	1.4	3.2	0.9	-3.7	0.0
COc1ccc(N2CCN(C(CNC(=O)C(=O)NCc3cccs3)c3ccco3)CC2)cc1 (stereo unspecified)	5.4	0.6	0.0	102.0	1.0	1.3	16.2	-1.4	8.8	-1.6
[N-]=[N+]=CC(=O)C(O)(c1ccccc1)C(Cl)c1ccccc1 (stereo unspecified)	10.2	.	-0.1	93.0	0.1	0.3	7.4	-0.4	-17.3	0.4
O=C(N/C(=C/c1cccs1)C(=O)N1CCOCC1)c1ccccc1	1.3	-1.8	-0.1	98.0	-1.9	2.9	11.9	-5.8	-1.0	-0.5
C=CCn1c(CCNC(=O)c2cccs2)nnc1SCC(=O)c1ccc(Cl)cc1	4.7	4.9	0.2	108.0	1.9	-2.2	9.8	-5.7	-8.0	-1.3
C=CCCCCCCCC(=O)OC	2.8	-6.8	-0.4	100.0	5.0	1.6	-0.9	-17.1	-4.0	3.5
COc1cc(OC)cc(C(=O)NCCCCNC(=O)c2cc(OC)cc(OC)c2)c1	3.1	.	0.8	92.0	3.4	3.9	-5.0	10.3	-2.0	-0.3
Cc1cc(C)cc(-c2nnc(SCc3ccc(C(=O)O)cc3)o2)c1	13.6	3.2	0.3	93.0	2.1	-0.5	-10.7	0.7	0.6	2.0
COc1ccc(CC(=O)Nc2nc(C(C)(C)C)cs2)cc1	0.4	16.4	0.4	92.0	-1.0	-5.6	2.2	7.9	10.8	1.8

Reformatted with values under each structure: part of the list above.
The line under a structure holds: ABHD5-PLIN5 inh | TLR9-MyD88 block | aDG glyco act | ABCB6 inh 2 | Exocytosis inh | N-glyco inh | MC4R antag cAMP | Vif inh | NOD2-RIPK2 inh | MC4R barr agon
- O=C(N/C(=C/c1cccs1)C(=O)N1CCOCC1)c1ccccc1
  1.3 | -1.8 | -0.1 | 98.0 | -1.9 | 2.9 | 11.9 | -5.8 | -1.0 | -0.5
- C=CCn1c(CCNC(=O)c2cccs2)nnc1SCC(=O)c1ccc(Cl)cc1
  4.7 | 4.9 | 0.2 | 108.0 | 1.9 | -2.2 | 9.8 | -5.7 | -8.0 | -1.3

Following part.
SMILES	ABHD5-PLIN5 inh	TLR9-MyD88 block	aDG glyco act	ABCB6 inh 2	Exocytosis inh	N-glyco inh	MC4R antag cAMP	Vif inh	NOD2-RIPK2 inh	MC4R barr agon
Cc1cccc(C(=O)c2cnc3ccccc3c2-c2ccccc2)c1	-2.0	3.0	0.3	92.0	4.9	-5.5	1.6	-4.1	6.0	-1.3
CCS(=O)(=O)NCCc1cc2cc(C)c(C)cc2[nH]c1=O	-4.7	-3.3	-0.1	107.0	-1.0	-0.1	5.8	-2.2	-18.8	0.4
COc1ccc2c(CC(=O)Nc3nccs3)coc2c1	0.9	-8.2	0.9	102.0	-18.2	0.2	0.7	-1.7	3.1	-0.2
O=C(N/N=C/c1cccs1)C1COc2ccccc2O1 (stereo unspecified)	1.3	-0.5	0.0	92.0	-1.7	16.0	-0.5	-4.3	-5.6	-0.3
CC(=O)N1CCc2cc(S(=O)(=O)NCCC(=O)NCCc3ccccc3)ccc21	2.6	-2.3	-0.3	92.0	-0.5	0.4	12.0	0.2	-8.4	0.2
CN(C)/N=C/c1ccc(N2CCOCC2)cc1	-0.4	-1.6	-0.3	99.0	-0.6	-1.0	6.6	-5.7	-1.7	3.3
Cc1ccccc1C(=O)N1CCC(C(=O)Nc2ccccc2N2CCCC2)CC1	-0.7	-11.4	2.7	99.0	4.0	-0.9	-6.2	0.6	-2.2	-3.1
CCCn1nc(NC(=O)c2ccco2)c2cc3ccc(C)cc3nc21	-6.8	3.3	1.8	90.0	0.7	1.0	5.9	.	5.4	-1.7
O=C1CC(=C2c3ccccc3-c3ccccc32)C(=O)N1CCCCN1CCN(c2ccccc2)CC1	14.7	-9.4	-0.4	101.0	25.2	3.2	-0.6	-15.2	3.8	-0.5
COc1cc(Br)cc(/C=N/N(CCO)C2=NS(=O)(=O)c3ccccc32)c1OC	-4.2	-0.7	0.1	92.0	2.6	-4.3	8.2	-10.7	-10.1	-1.5
COc1cccc(NC(=O)CSc2nc3ccccc3c(=O)n2C)c1	-4.5	-18.8	1.2	92.0	-6.0	1.6	23.2	-16.7	7.3	-1.4
